Screens as filed in PubChem.
SENP8 block-1 – SENP8 protease inhibitors, primary screen, biochemical, luminescence; purified SENP8, Z-RLRGG-aminoluciferin cleavage; Sentrin-specific protease 8 (Homo sapiens), Q96LD8; AID 2540, 2010; inhibition, % at 10 µM; actives 1.2% (n = 330,000); in the data active means inhibition above about 50%
Target sequence (Q96LD8 whole entry, looked up): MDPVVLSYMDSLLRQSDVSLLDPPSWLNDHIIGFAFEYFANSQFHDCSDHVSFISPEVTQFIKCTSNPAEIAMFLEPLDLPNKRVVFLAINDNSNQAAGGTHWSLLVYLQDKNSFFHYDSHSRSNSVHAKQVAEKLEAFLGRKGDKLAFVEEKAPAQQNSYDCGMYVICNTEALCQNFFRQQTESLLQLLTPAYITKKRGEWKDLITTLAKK
SENP1 inh – human SENP1 catalytic domain inhibitors, primary screen, biochemical, FRET, uHTS. Sentrin-specific protease 1 (Homo sapiens), Q9P0U3. recombinant SENP1 catalytic domain, CyPet-SUMO1-YPet FRET cleavage. inhibition, % at 10 µM. actives 0.21% (n = 360,000). AID 624204, 2012;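 active means inhibition at least 30% at 10 µM, raw YFP signal under a set limit, fluorescence ratio 0.5 to 1.5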;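 further: 0% = enzyme with DMSO and 100% = no enzyme wells; some results filed as inactive read as strong as hits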
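Test system: hSENP1 catalytic domain, recombinant; Amount: 20 pM final SENP1 enzyme; Medium: Tris pH 8 buffer plus EDTA, NaCl, BME, BSA, NP40, catalase; Schedule: 50 min enzyme reaction, room temperature, light-protected; Technique: FRET fluorescence in CFP and YFP emission channels; Controls: no-enzyme wells low, DMSO-plus-enzyme wells high control.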
PfG6PD inh – PfG6PD enzyme inhibitors, primary screen, biochemical, fluorescence intensity, uHTS | inhibition, % at 20 µM | actives 0.78% (n = 350,000) | glucose-6-phosphate dehydrogenase-6-phosphogluconolactonase (Plasmodium falciparum 3D7) | PfGluPho enzyme, NADPH resazurin-diaphorase fluorescence;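 active means inhibition reaching at least a set limit at 20 µM in the primary screen, cut at about 59% in these data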;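 further: 0% = DMSO wells with substrate and 100% = DMSO wells lacking glucose-6-phosphate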
Apaf1 inhib – inhibitors of human Apaf-1 apoptosome, primary screen, biochemical, DEVD-Rh110 fluorescence, uHTS; Apoptotic protease-activating factor 1 (Homo sapiens), O14727; reconstituted apoptosome caspase-3 activity; inhibition, % at 20 µM; actives 0.71% (n = 330,000); active means inhibition of at least 40% at 20 µM;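 further: plate controls were DMSO wells for no effect and DEVD-CHO caspase inhibitor wells for full effect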
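System: Apoptosome proteins | Medium: Hepes pH 7.5 with detergent and BSA | Also added: Cytochrome c trigger plus (Z-DEVD)2-Rh110 caspase-3 substrate | Incubation: 30 min compound preincubation, 50 min activation, room temperature | Detection: Rhodamine 110 fluorescence at Ex 480/Em 540 nm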
SENP7 block – SENP7 protease inhibitors, primary screen, biochemical, luminescence, uHTS | AID 434973, 2010 | inhibition, % at 5 µM | recombinant SENP7, Z-RLRGG-aminoluciferin luminescence, 40 min | Sentrin-specific protease 7 (Homo sapiens), Q9BQF6 | actives 1.5% (n = 330,000);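 active means inhibition above about 50% at the single test dose, limit read from the data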;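 further: plate controls were DMSO with enzyme for no effect and no enzyme buffer wells for full effect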
Target sequence (Q9BQF6 706-1050 limits assumed): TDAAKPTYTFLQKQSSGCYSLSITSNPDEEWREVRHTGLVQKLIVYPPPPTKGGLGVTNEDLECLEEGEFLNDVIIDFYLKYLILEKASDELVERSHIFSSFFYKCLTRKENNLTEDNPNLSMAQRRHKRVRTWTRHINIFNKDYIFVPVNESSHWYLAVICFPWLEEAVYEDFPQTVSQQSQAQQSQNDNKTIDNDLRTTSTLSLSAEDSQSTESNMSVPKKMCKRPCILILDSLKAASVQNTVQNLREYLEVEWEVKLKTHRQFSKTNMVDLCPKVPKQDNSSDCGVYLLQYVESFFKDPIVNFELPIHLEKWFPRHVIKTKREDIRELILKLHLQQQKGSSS
SENP6 inh – SENP6 protease inhibitors, primary screen, biochemical, luminescence, uHTS; inhibition, % at 10 µM; Recombinant SENP6 catalytic domain, aminoluciferin luminescence; actives 1.8% (n = 330,000);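 active means inhibition above about 50% at the single tested dose, limit read from the data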;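 further: plate controls were DMSO wells with enzyme for no effect and DMSO wells lacking enzyme for full effect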
Target sequence (Q9GZR1 628-1112 limits assumed): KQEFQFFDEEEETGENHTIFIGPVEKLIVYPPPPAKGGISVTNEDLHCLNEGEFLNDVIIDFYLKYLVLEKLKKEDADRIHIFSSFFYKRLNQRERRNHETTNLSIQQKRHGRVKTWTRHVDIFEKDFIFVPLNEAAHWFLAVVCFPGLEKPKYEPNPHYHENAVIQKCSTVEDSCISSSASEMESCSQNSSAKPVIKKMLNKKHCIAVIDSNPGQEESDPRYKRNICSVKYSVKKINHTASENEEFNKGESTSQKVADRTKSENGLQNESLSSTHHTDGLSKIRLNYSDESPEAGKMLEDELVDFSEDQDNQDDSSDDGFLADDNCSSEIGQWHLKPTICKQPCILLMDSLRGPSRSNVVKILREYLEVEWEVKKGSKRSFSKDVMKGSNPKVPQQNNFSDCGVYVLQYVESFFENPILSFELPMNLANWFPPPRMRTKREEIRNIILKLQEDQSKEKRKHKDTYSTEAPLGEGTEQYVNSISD
HKDC1 inh – HKDC1 hexokinase inhibitors, primary screen, biochemical, fluorescence, uHTS; Q2TB90; recombinant HKDC1, G6PDH/diaphorase resazurin coupled fluorescence; inhibition, % at 20 µM; actives 0.16% (n = 340,000); AID 493160, 2011;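 active means inhibition above about 35% when tested at 20 µM, limit read from the data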;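 further: plate controls were DMSO wells with enzyme for no effect and DMSO wells lacking enzyme for full effect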
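test system = in-house recombinant HK5 (HKDC1) enzyme | amount = HKDC1 at 5 µg/mL | control set = DMSO-enzyme wells negative, buffer-substituted wells positive | compound = one dose of 20 µM, 1% DMSO | schedule = reaction time 90 min, room temperature, protected from light | technique = resorufin fluorescence at 613 nm | reagent = glucose with 1 mM ATP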
SENP8 block-2 – human SENP8 protease inhibitors, primary screen, biochemical, fluorescence, Nedd8 protein substrate, uHTS | recombinant SENP8 | actives 0.64% (n = 360,000) | Sentrin-specific protease 8 (Homo sapiens), Q96LD8 | inhibition, % at 20 µM | AID 602440, 2012; in the data active means inhibition mostly above about 40%, no sharp cut-off; inactive means mostly below about 27%
* marks the source's active call; other numbers are inactive results. Rows are unselected, and some 3.6% of all compounds hit somewhere here.

What do the screens show for `CC(C)NC(=O)c1ccc(CSCc2ccccc2Cl)o1`?
SENP8 block-1: -4; SENP1 inh: 1; PfG6PD inh: -1; Apaf1 inhib: 10; SENP7 block: -3; SENP6 inh: -15; HKDC1 inh: -2; SENP8 block-2: 13

What do the screens show for `O=c1c2sccc2n(Cc2cc(=O)n3ccccc3n2)c(=O)n1-c1ccccc1`?
SENP8 block-1: -12; SENP1 inh: 1; PfG6PD inh: 19; Apaf1 inhib: -2; SENP7 block: -5; SENP6 inh: -26; HKDC1 inh: -6; SENP8 block-2: -216

Results for COc1ccc(C(=O)CNc2ccccc2Br)cc1 ?
SENP8 block-1: 47; SENP1 inh: 0; PfG6PD inh: -22; Apaf1 inhib: 4; SENP7 block: 9; SENP6 inh: 58*; HKDC1 inh: 1; SENP8 block-2: 21

What do the screens show for `Cc1noc(C)c1COc1ccc(CC(=O)NC2CCCCCC2)cc1`?
SENP8 block-1: -3; SENP1 inh: -1; PfG6PD inh: -6; Apaf1 inhib: 2; SENP7 block: 8; SENP6 inh: 14; HKDC1 inh: -3; SENP8 block-2: 4

Results for COc1ccc(Cl)c(NCCC(=O)O)c1 ?
SENP8 block-1: -1; SENP1 inh: 4; PfG6PD inh: -3; Apaf1 inhib: 0; SENP7 block: -3; SENP6 inh: -16; HKDC1 inh: -3; SENP8 block-2: 15

How did CCCCCCCCCn1cc(C(C)=O)c(=O)[nH]c1=O do in these assays?
SENP8 block-1: -1; SENP1 inh: 2; PfG6PD inh: 6; Apaf1 inhib: 18; SENP7 block: -12; SENP6 inh: 10; HKDC1 inh: -2; SENP8 block-2: 14

What do the screens show for `CC(=C/C(=O)O)/C(=C\c1ccc(Br)o1)C(=O)O`?
SENP8 block-1: 7; SENP1 inh: 2; PfG6PD inh: -19; Apaf1 inhib: -20; SENP7 block: 5; SENP6 inh: 1; HKDC1 inh: -6; SENP8 block-2: 27

How did O=C(NC(Cc1ccccc1)C(=O)O)/C(=C/c1ccccc1)NC(=O)c1ccccc1 (configuration not stated) do in these assays?
SENP8 block-1: -4; SENP1 inh: 0; PfG6PD inh: -4; Apaf1 inhib: 2; SENP7 block: -5; SENP6 inh: -8; HKDC1 inh: 0; SENP8 block-2: 11

Results for NS(=O)(=O)c1ccc(Nc2nc(-c3ccc(O)cc3O)cs2)cc1 ?
SENP8 block-1: 4; SENP1 inh: -1; PfG6PD inh: 69*; Apaf1 inhib: -4; SENP7 block: 7; SENP6 inh: -2; HKDC1 inh: -9; SENP8 block-2: 4

Results for O=C(O)/C(=C\c1cccc(F)c1)c1ccc(S(=O)(=O)N2CCCC2)s1 ?
SENP8 block-1: -6; SENP1 inh: -1; PfG6PD inh: -7; Apaf1 inhib: 10; SENP7 block: -8; SENP6 inh: -7; HKDC1 inh: 0; SENP8 block-2: -7

How did O=C(O)c1csc(Br)c1Br do in these assays?
SENP8 block-1: -8; SENP1 inh: 2; PfG6PD inh: -9; Apaf1 inhib: -1; SENP7 block: 1; SENP6 inh: -1; HKDC1 inh: -6; SENP8 block-2: 24

Results for CN(C)c1ccc(/C=N/NC(=O)c2ccc3c(c2)OCCO3)cc1 ?
SENP8 block-1: 3; SENP1 inh: -30; PfG6PD inh: 1; Apaf1 inhib: 13; SENP7 block: 0; SENP6 inh: -11; HKDC1 inh: 0; SENP8 block-2: -441

What do the screens show for `O=C(Nc1ccc([N+](=O)[O-])cc1)NN1CCCCCC1`?
SENP1 inh: 3; PfG6PD inh: -13; HKDC1 inh: 2; SENP8 block-2: 22

How did COc1ccc(CN2CCCC(C(=O)c3ccc(Cl)cc3)C2)cc1Cn1cncn1 (configuration not stated) do in these assays?
SENP8 block-1: 0; SENP1 inh: 1; PfG6PD inh: -13; Apaf1 inhib: 0; SENP7 block: 5; SENP6 inh: 9; HKDC1 inh: -8; SENP8 block-2: 7

How did CC(C)OC(=O)CSc1nnc(Cc2ccccc2)n1Cc1ccco1 do in these assays?
SENP8 block-1: 0; SENP1 inh: -3; PfG6PD inh: 12; Apaf1 inhib: -13; SENP7 block: 4; SENP6 inh: -1; HKDC1 inh: -9; SENP8 block-2: -2

What do the screens show for `COC(=O)CN(CCc1ccccc1)S(=O)(=O)c1ccc(OC)c(OC)c1`?
SENP8 block-1: -7; SENP1 inh: 2; PfG6PD inh: -4; Apaf1 inhib: 15; SENP7 block: -10; SENP6 inh: -1; HKDC1 inh: -3; SENP8 block-2: 6

Results for CCCSc1nc2c(c(=O)n1CC)SC(C)C2 (configuration not stated) ?
SENP8 block-1: -9; SENP1 inh: -1; PfG6PD inh: -4; Apaf1 inhib: 8; SENP7 block: 13; SENP6 inh: -4; HKDC1 inh: 1; SENP8 block-2: 6

How did Cc1ccc(NC(=O)C2CCCN(S(=O)(=O)c3c(C)noc3/C=C/N(C)C)C2)c(C)c1 (configuration not stated) do in these assays?
SENP8 block-1: -1; SENP1 inh: 1; PfG6PD inh: 7; Apaf1 inhib: -3; SENP7 block: 1; SENP6 inh: 7; HKDC1 inh: -4; SENP8 block-2: 20

What do the screens show for `COc1cccc(-c2nc3ccccc3s2)c1`?
SENP8 block-1: 95*; SENP1 inh: 6; PfG6PD inh: 8; Apaf1 inhib: 18; SENP7 block: 96*; SENP6 inh: 92*; HKDC1 inh: 0; SENP8 block-2: -14

Results for NC(=O)C(CC(=O)O)NC(=O)[C@@H]1CCOc2c(I)cc([N+](=O)[O-])cc2C(=O)N[C@@H](CCC(=O)O)C(=O)N[C@@H](CO)C(=O)N1 (some centres not stated) ?
SENP8 block-1: -15; PfG6PD inh: -21; Apaf1 inhib: 11; SENP7 block: -6; SENP6 inh: -12; HKDC1 inh: 4

What do the screens show for `N#Cc1ccc(OCC(=O)N2CCN(S(=O)(=O)c3cccs3)CC2)cc1`?
SENP8 block-1: 6; SENP1 inh: 1; PfG6PD inh: -3; Apaf1 inhib: -3; SENP7 block: 11; SENP6 inh: 0; HKDC1 inh: -2; SENP8 block-2: 27

How did CCOCCSc1nc2c(c(-c3cccs3)c1C#N)CC/C2=C/c1cccs1 do in these assays?
SENP8 block-1: -5; SENP1 inh: -25; PfG6PD inh: 0; Apaf1 inhib: 15; SENP7 block: -2; SENP6 inh: -1; HKDC1 inh: 2; SENP8 block-2: -418

How did CC(C(=O)NC1CCCCC1)N1C(=O)C2C3C=CC(C3)C2C1=O (configuration not stated) do in these assays?
SENP8 block-1: 4; SENP1 inh: -2; PfG6PD inh: 6; Apaf1 inhib: -9; SENP7 block: -7; SENP6 inh: -5; HKDC1 inh: 6; SENP8 block-2: 6

What do the screens show for `COC(=O)c1ccc(NC(=O)c2ccc[n+]([O-])c2)cc1`?
SENP8 block-1: 3; SENP1 inh: -2; PfG6PD inh: 6; Apaf1 inhib: 3; SENP7 block: 3; SENP6 inh: 5; HKDC1 inh: -4; SENP8 block-2: 0

How did COc1ccc(OC)c(S(=O)(=O)Nc2ccccc2F)c1 do in these assays?
SENP8 block-1: 6; SENP1 inh: -1; PfG6PD inh: 5; Apaf1 inhib: -7; SENP7 block: 6; SENP6 inh: -24; HKDC1 inh: 9; SENP8 block-2: 9

Results for CC(C)c1ccc(OCC(=O)NNC(=S)NC(=O)c2ccco2)c(Br)c1 ?
SENP8 block-1: -1; SENP1 inh: 3; PfG6PD inh: -15; Apaf1 inhib: 13; SENP7 block: 2; SENP6 inh: -12; HKDC1 inh: -11; SENP8 block-2: -2

How did C/C(=N\Nc1nncc2ccccc12)c1ccc(C(C)(C)C)cc1 do in these assays?
SENP8 block-1: -6; SENP1 inh: 2; PfG6PD inh: -10; Apaf1 inhib: 17; SENP7 block: 5; SENP6 inh: -5; HKDC1 inh: 4; SENP8 block-2: 20

What do the screens show for `CC(=O)Nc1ccc2c(c1)N(C(C)=O)c1ccccc1CC2`?
SENP8 block-1: 4; SENP1 inh: 1; PfG6PD inh: 3; Apaf1 inhib: 16; SENP7 block: 5; SENP6 inh: 12; HKDC1 inh: -4; SENP8 block-2: 13

What do the screens show for `CC1CCCN(Cc2nc(Cc3ccccc3Cl)no2)C1` (configuration not stated)?
SENP8 block-1: -2; SENP1 inh: 4; PfG6PD inh: -5; Apaf1 inhib: -10; SENP7 block: -7; SENP6 inh: 15; HKDC1 inh: 1; SENP8 block-2: 15

Results for O=C(C1CC(=O)N(c2ccc(Cl)cc2)C1)N1CCN(Cc2ccc3c(c2)OCO3)CC1 (configuration not stated) ?
SENP8 block-1: -3; SENP1 inh: 1; PfG6PD inh: -5; Apaf1 inhib: 9; SENP7 block: 1; SENP6 inh: -4; HKDC1 inh: -1; SENP8 block-2: 4

Some of these compounds in order of count of non-hydrogen atoms, low to high:
How did COc1ccc(OC)c(S(=O)(=O)Nc2ccccc2F)c1 do in these assays?
SENP8 block-1: 6; SENP1 inh: -1; PfG6PD inh: 5; Apaf1 inhib: -7; SENP7 block: 6; SENP6 inh: -24; HKDC1 inh: 9; SENP8 block-2: 9

Results for CC(C)c1ccc(OCC(=O)NNC(=S)NC(=O)c2ccco2)c(Br)c1 ?
SENP8 block-1: -1; SENP1 inh: 3; PfG6PD inh: -15; Apaf1 inhib: 13; SENP7 block: 2; SENP6 inh: -12; HKDC1 inh: -11; SENP8 block-2: -2

How did CCOCCSc1nc2c(c(-c3cccs3)c1C#N)CC/C2=C/c1cccs1 do in these assays?
SENP8 block-1: -5; SENP1 inh: -25; PfG6PD inh: 0; Apaf1 inhib: 15; SENP7 block: -2; SENP6 inh: -1; HKDC1 inh: 2; SENP8 block-2: -418

Remaining list, next part.
How did COc1ccccc1CN1C[C@@H]2C[C@@H](C3=Cc4cccc(OC)c4OC3)N3CCC[C@@]23C1=O do in these assays?
SENP8 block-1: -5; SENP1 inh: -4; PfG6PD inh: 5; Apaf1 inhib: 7; SENP7 block: -4; SENP6 inh: -11; HKDC1 inh: -5; SENP8 block-2: 8

How did CCCCN(CC)C(=S)Nc1ccc2nc3n(c(=O)c2c1)CCCCC3 do in these assays?
SENP8 block-1: -1; SENP1 inh: -1; PfG6PD inh: 14; Apaf1 inhib: -8; SENP7 block: 4; SENP6 inh: 8; HKDC1 inh: -7; SENP8 block-2: -126

What do the screens show for `NC(=O)C1CCN(c2ccc([N+](=O)[O-])cc2Cl)CC1`?
SENP8 block-1: -5; SENP1 inh: 2; PfG6PD inh: -6; Apaf1 inhib: 5; SENP7 block: -8; SENP6 inh: -9; HKDC1 inh: -3; SENP8 block-2: 23

Results for CS(=O)(=O)c1ccc(-c2sc3ccccc3c2C(=O)NCCCN2CCOCC2)cc1 ?
SENP8 block-1: 3; SENP1 inh: -3; PfG6PD inh: -15; Apaf1 inhib: -10; SENP7 block: -5; SENP6 inh: 10; HKDC1 inh: 0; SENP8 block-2: -27

Results for O=C(COC(=O)c1ccc([N+](=O)[O-])o1)NC1CCCC1 ?
SENP8 block-1: 5; SENP1 inh: -1; PfG6PD inh: 24; Apaf1 inhib: 5; SENP7 block: 4; SENP6 inh: 13; HKDC1 inh: -4; SENP8 block-2: 40*
